KCNQ1 pot: potentiators or activators of KCNQ1 channel, primary screen, cell-based, thallium flux, high-throughput. Potassium voltage-gated channel subfamily KQT member 1 (Homo sapiens), P51787. CHO-K1 KCNQ1, thallium flux FluxOR fluorescence; stronger effect = higher value. B-score at 10 µM. 0.35% of 310,000 active. AID 2648, 2010;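 active means fluorescence ratio B-score, a plate-corrected score, at least three library SD, with initial intensity B-score within 5 SD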
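System: CHO-K1 cells stably expressing KCNQ1 / Medium: assay buffer for compound exposure, DMSO matched across wells / Reagent: thallium- and potassium-containing depolarizing buffer / Compound: one concentration, matched DMSO / Incubation: 20 min compound pretreatment at room temperature / Measured by: kinetic FluxOR fluorescence, 10 s baseline plus 110 s post-stimulus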
KCNK9 inh: KCNK9 potassium channel inhibitors, primary screen, HEK293 cells, thallium flux | Potassium channel subfamily K member 9 (Homo sapiens), Q9NPC2 | FluxOR thallium flux fluorescence; stronger effect = lower value | B-score at 10 µM | 1.2% of 310,000 active | AID 488922, 2010;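 active means ratio B-score over 3 SD below the library mean, with starting fluorescence within 5 SD of its mean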;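 further: negative B-score means less thallium flux so channel inhibition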
GSK3B inh: human GSK3beta kinase inhibitors, primary screen, biochemical, cell-free homogeneous, HTS | Glycogen synthase kinase-3 beta (Homo sapiens), P49841 | GST-GSK3beta kinase, ADP-Glo luminescence, 60 min; stronger effect = lower value | activity score (negative = inhibition), % at 10 µM | 0.038% of 300,000 active | AID 2097, 2009;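 active means more than half of replicate wells score below -50%, meaning over 50% inhibition versus plate controls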;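 further: 0% = median DMSO wells and -100% = median GW8510 positive control wells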
Target sequence (P49841 whole entry, looked up): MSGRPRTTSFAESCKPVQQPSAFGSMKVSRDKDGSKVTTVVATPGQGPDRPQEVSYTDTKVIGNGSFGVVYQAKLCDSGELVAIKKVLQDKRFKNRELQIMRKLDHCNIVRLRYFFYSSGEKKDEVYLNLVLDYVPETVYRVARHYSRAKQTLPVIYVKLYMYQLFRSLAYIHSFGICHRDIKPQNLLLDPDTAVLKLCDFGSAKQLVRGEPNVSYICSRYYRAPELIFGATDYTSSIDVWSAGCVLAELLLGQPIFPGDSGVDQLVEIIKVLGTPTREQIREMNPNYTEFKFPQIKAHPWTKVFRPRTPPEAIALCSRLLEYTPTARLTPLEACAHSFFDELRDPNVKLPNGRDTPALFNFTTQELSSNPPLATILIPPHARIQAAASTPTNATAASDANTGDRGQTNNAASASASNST
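Assay system: GST-tagged human GSK3beta kinase, cell-free; Input: 1.6 ng GSK3beta; Medium: Tris/MgCl2 kinase buffer; Timing: 60 min enzyme reaction, room temperature; Signal: ADP-Glo luminescence quantifying ADP generated by kinase; Evaluation: score relative to plate controls; Benchmarks: DMSO neutral wells and GW8510 at 20 µM as positive.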
PolyA inhibitor: polyadenylation inhibitors in yeast reporter cells, primary screen, luminescence, S. cerevisiae; 0.02% of 300,000 active; calls only at 12 µM; S. cerevisiae SKY197-pL101 polyadenylation reporter, beta-gal luminescence; efflux-impaired pdr1/pdr3 knockout yeast; score 100 = 6 SD above DMSO;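 active means lowest replicate activity score at least 50, where 100 means six control SD above control mean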;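 further: yeast exposed to compound for 9 h at 30 °C; higher score means more reporter readthrough which indicates perturbed polyadenylation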
KCNQ1 inh: inhibitors of human KCNQ1 channel, primary screen, cell-based, thallium flux, high-throughput. 1.3% of 310,000 active. CHO-K1 KCNQ1, FluxOR thallium flux fluorescence; stronger effect = higher value. Potassium voltage-gated channel subfamily KQT member 1 (Homo sapiens), P51787. B-score at 10 µM;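 active means compounds whose thallium flux B-score, printed positive for inhibition, exceeds three library SD while starting fluorescence stays within three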;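 further: channel opened by potassium depolarization with thallium stimulus after 20 min compound exposure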
RGS4 pot: RGS4 potentiators or activators, primary screen, cell-based, HEK293 M3R inducible RGS4, calcium flux; carbachol calcium flux Fluo4; stronger effect = lower value; B-score at 10 µM; 0.92% of 310,000 active; AID 463111, 2010;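 active means B-score of the integrated calcium signal more than 4 SD below the library mean, with starting fluorescence not abnormally high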;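 further: negative B-score means reduced calcium response which marks RGS4 activation or potentiation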
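System – HEK293 FlpIn-TREx cells, stable M3R, doxycycline-inducible RGS4 · Reagent – ECmax carbachol challenge · Times – compound preincubation 20 min at room temperature before agonist · Technique – Fluo4 fluorescence kinetic imaging of calcium · Measure – B score of integrated Fluo4 ratio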
GSK3 alpha inh: blockers of GSK3A enzyme activity – biochemical, luminescence, cell-free homogeneous, HTS, primary screen; GSK-3 alpha kinase, ADP-Glo luminescence, 60 min; inhibition, % at 10 µM; 0.1% of 320,000 active; AID 2650, 2010;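 in the data active means inhibition above about 50%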;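 further: GST-tagged GSK-3 alpha with peptide substrate and 25 µM ATP; 0% = DMSO neutral wells and 100% = GW8510 positive control wells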
KCNK3 inh: human KCNK3 channel inhibitors, primary screen, CHO cells, FluxOR thallium flux, B-score. Potassium channel subfamily K member 3 (Homo sapiens), O14649. FluxOR fluorescence; stronger effect = lower value. B-score at 10 µM. 0.84% of 340,000 active;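 active means B-score under library mean minus 4 SD, starting fluorescence ratio at most library mean plus 5 SD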;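 further: more negative B-score means stronger inhibition of thallium flux through KCNK3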
HDAC3 inhib: HDAC3 deacetylase inhibitors, primary screen, biochemical, fluorescence, cell-free homogeneous | 0.15% of 320,000 active | recombinant HDAC3, fluorogenic peptide/trypsin coupled | Histone deacetylase 3 (Homo sapiens), O15379 | inhibition, % at 8.3 µM | AID 2718, 2010; in the data active means inhibition above about 26%, passing the limit was not always enough
Target sequence (O15379 whole entry, looked up): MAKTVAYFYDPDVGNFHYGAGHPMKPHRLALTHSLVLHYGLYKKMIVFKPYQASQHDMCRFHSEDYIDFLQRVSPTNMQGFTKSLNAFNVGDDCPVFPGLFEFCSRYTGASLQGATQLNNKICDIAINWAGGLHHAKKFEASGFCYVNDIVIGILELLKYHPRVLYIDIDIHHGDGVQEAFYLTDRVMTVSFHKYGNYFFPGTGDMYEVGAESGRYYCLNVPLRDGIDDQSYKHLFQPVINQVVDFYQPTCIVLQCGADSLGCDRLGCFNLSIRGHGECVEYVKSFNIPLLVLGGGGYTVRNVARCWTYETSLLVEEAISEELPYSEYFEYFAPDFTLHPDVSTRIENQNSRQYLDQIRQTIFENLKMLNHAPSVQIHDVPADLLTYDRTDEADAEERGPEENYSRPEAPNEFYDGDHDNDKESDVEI
DYRK1A inh: rat Dyrk1A kinase inhibitors, primary screen, biochemical, single point, plate reader; ADP-Glo luminescence, NFATc1 peptide; inhibition, % at 12.5 µM; 0.43% of 310,000 active; AID 504441, 2011; in the data active means inhibition above about 50%;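 further: plate controls were vehicle with enzyme for no effect and no enzyme for full effect; many of its hits are not listed in these tables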
hERG protect: hERG rescue from dofetilide block, primary screen, cell-based, CHO-hERG, FluxOR thallium flux, dofetilide IC70. activation (rescue from dofetilide block), less the hit threshold, % at 10 µM. Voltage-gated inwardly rectifying potassium channel KCNH2 (Homo sapiens), Q12809. dofetilide IC70 present. AID 1511, 2009. 0.51% of 310,000 active;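 active means activation above the mean of controls blocked by dofetilide plus 5 SD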;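 further: thallium influx through hERG after potassium depolarization seen as dye fluorescence rise; in these data hits start at about 4.7%; inactives centre near -7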
* hit, by the source's call; i = inactive; x = no result given. A portion of the library (hit frequency here may not be typical).

SMILES	KCNQ1 pot	KCNK9 inh	GSK3B inh	PolyA inhibitor	KCNQ1 inh	RGS4 pot	GSK3 alpha inh	KCNK3 inh	HDAC3 inhib	DYRK1A inh	hERG protect
O=C(N/C(=C\c1ccc(Br)cc1)C(=O)N1CCOCC1)c1ccc(Br)o1	i	i	0.6	i	i	i	-0.9	i	3.9	-1.4	-4.1
COc1ccc2cc(Br)ccc2c1CC(=O)NCCCN1CCOCC1	i	i	-1.8	i	i	i	-0.9	i	-7.8	-2.0	-0.1
CCCCn1c(=O)c(CCC(=O)OCC(=O)NC(=O)NCCOC)nc2ccccc21	i	i	1.6	i	i	i	0.9	i	-3.6	-6.0	-1.1
COc1cc2c(=O)nc3n(c2cc1OC)C(c1ccccc1)N=C(N)N3 (stereo unspecified)	i	i	-2.4	i	i	i	x	x	x	x	-4.1
Cc1cc(C(=O)NCCc2ccccc2)ccc1[N+](=O)[O-]	i	i	4.8	i	i	i	0.3	i	2.7	0.0	-3.3
Cc1ccc(C)c(NS(=O)(=O)c2cc(C(=O)NCc3ccccn3)ccc2Cl)c1	i	i	-2.0	i	i	i	x	i	2.8	4.3	-3.3
CCCCNc1c(-c2ccc(SC(C)CC)c(OC)c2)nc2ccc(C)cn12 (stereo unspecified)	i	i	-0.5	i	8*	i	1.6	i	-15.9	-3.2	-10.2
COC(=O)C(CC(=O)c1ccccc1)CC(=O)c1ccccc1	i	i	1.7	i	i	i	-2.9	i	2.2	-6.2	-3.7
O=C(CCl)NC(=O)NC12CC3CC(CC(C3)C1)C2	i	i	1.5	i	i	i	-6.2	i	-0.2	-2.4	-7.2
CCn1c(=O)c2cc(C(=O)N3CCCC3)sc2c2ccccc21	i	i	2.5	i	i	i	x	x	x	x	-6.1
C/C(=N/NC(=O)C1COc2ccccc2O1)c1ccco1 (stereo unspecified)	i	i	2.5	i	i	i	-0.5	i	5.6	-2.2	-1.4
COc1ccccc1NC(=O)CCc1nc2ccccc2s1	i	i	-0.9	i	i	i	-0.6	i	-2.5	-4.1	-4.5
Cc1c(C)c(C)c(CN2CCSCC2)c(C)c1C	i	i	1.5	i	i	i	0.0	i	1.1	11.8	-9.6
CC1(C)CC(=O)C(C=NCCCn2ccnc2)=C(O)C1	i	i	2.9	i	i	i	-0.5	i	1.1	3.8	-7.8
NC(=S)n1[nH]c(-c2ccc([N+](=O)[O-])cc2)c(N=Nc2ccc(O)cc2)c1=O	i	i	-3.1	i	i	i	22.7	i	4.9	43.9	-8.2
O=C(N/N=C/c1sc(N2CCOCC2)nc1-c1ccccc1)c1cccc(S(=O)(=O)N2CCOCC2)c1	i	i	-3.0	i	i	i	7.1	i	1.9	-3.1	-14.9
O=C(COC(=O)c1cncc(Br)c1)NC1CC1	i	i	0.8	i	i	i	-1.2	i	-4.2	2.5	-7.9
CC1CCc2c(sc(/N=C/N(C)C)c2C#N)C1 (stereo unspecified)	i	i	3.3	i	i	i	-0.9	i	-4.3	-0.3	-13.7
O=C(Nc1ccc(C(=O)NCc2ccccc2)cc1)C1=CSCCO1	i	i	2.8	i	i	i	-0.3	i	-0.3	0.6	-1.1
Cc1ccc(N=C2c3ccccc3C(=O)C2[N+](=O)[O-])cc1C (stereo unspecified)	i	i	4.1	i	i	i	-0.1	i	3.0	x	-9.8
Cc1ccc(C)c2[nH]c(=O)c(CN(CC3CCCO3)C(=O)NC3CCCCC3)cc12 (stereo unspecified)	i	i	-5.9	i	i	i	-1.0	i	-5.3	-2.8	-14.7
CC(C)c1ccc(NC(=O)C2CC3CCC2C3)cc1 (stereo unspecified)	i	i	-3.3	i	i	i	0.5	i	-5.6	-2.2	-5.6
O=C(Nc1cccc(S(=O)(=O)C(F)F)c1)c1ccc(S(=O)(=O)N2CCOCC2)cc1	i	i	1.5	i	i	i	-4.6	i	12.9	11.6	-14.8
CC(C)(C)c1ccc(C(=O)NCC(=O)N/N=C/c2ccccc2OCC(=O)O)cc1	i	i	-4.2	i	i	i	-0.8	i	2.7	-2.8	-3.4
COc1ccc(CCNC(=O)c2cnn(-c3ccc(C)c(C)c3)c2NC(=O)c2ccco2)cc1OC	i	i	0.6	i	i	i	-2.3	i	0.0	2.8	-4.0
COc1ccc(/C=C/CN2CCN(Cc3ccccc3)C(CCO)C2)cc1 (stereo unspecified)	i	i	0.6	i	i	i	-0.7	i	0.4	-7.1	-3.2
Cc1nc2ccc(NC(=O)c3ccc(S(=O)(=O)N(C)c4ccccc4)cc3)cc2s1	i	i	1.5	i	i	i	1.1	i	14.1	-4.2	-4.3
COc1ccc(CCNC(=O)C/C(C)=N/NC(=O)C23CC4CC(CC(C4)C2)C3)cc1OC	i	i	1.6	i	i	i	2.4	i	4.4	3.2	-0.9
CCOc1ccc(/C=N/N(C)c2ccccc2)cc1OC	i	i	1.9	i	i	i	-1.7	i	7.4	9.9	-11.3
COc1ccc(/C=C(/NC(=O)c2ccccc2)C(=O)NC2CCS(=O)(=O)C2)cc1 (stereo unspecified)	i	i	-7.1	i	i	i	3.1	i	8.0	-5.7	-7.1
O=[N+]([O-])c1cc(C(F)(F)F)ccc1Oc1cccnc1[N+](=O)[O-]	i	i	3.1	i	i	i	-3.8	i	-1.2	-0.6	-12.8
CCOC(=O)CCc1c(C)nc(SCC(=O)O)c(C#N)c1C	i	i	3.0	i	i	i	1.1	i	5.7	0.4	-13.1
CCC[C@@H](CNC)NC[C@H](Cc1ccccc1)NCCCCc1ccccc1	i	i	-2.7	i	i	i	3.2	i	-1.3	2.9	-11.0
COCCn1c(=NC(=O)c2cc3ccccc3oc2=O)sc2cc(S(N)(=O)=O)ccc21	i	i	-0.7	i	i	i	0.1	i	5.8	-0.3	-2.6
COc1cccc(C=Nc2ccc(C)c(F)c2)c1O	i	i	2.1	i	i	i	0.0	i	4.8	-1.3	-1.0
Cc1ccc(Cl)cc1N1CCN(C(=O)CN(c2ccccc2)S(=O)(=O)N(C)C)CC1	i	-9.03*	-5.2	i	i	i	1.8	i	-0.4	-3.9	-13.0

Looked up above.
Entry of Cc1ccc(Cl)cc1N1CCN(C(=O)CN(c2ccccc2)S(=O)(=O)N(C)C)CC1 under KCNK9 inh: -9.03*
Entry of O=C(CCl)NC(=O)NC12CC3CC(CC(C3)C1)C2 under GSK3 alpha inh: -6.2

Additional structures follow.
SMILES	KCNQ1 pot	KCNK9 inh	GSK3B inh	PolyA inhibitor	KCNQ1 inh	RGS4 pot	GSK3 alpha inh	KCNK3 inh	HDAC3 inhib	DYRK1A inh	hERG protect
CCCCNC(=O)c1ccccc1NC(=O)C1=C(C)OCCS1	i	i	-7.4	i	i	i	8.8	i	1.6	3.6	-3.9
COc1cc2c(cc1OC)C(c1cccs1)N(C(=O)c1cccc(S(=O)(=O)N(C)C)c1)CC2 (stereo unspecified)	i	i	1.4	i	i	i	1.4	i	-5.8	-5.5	-10.7
COc1ccc(NC(=O)/C(=C\c2ccc3c(c2)OCO3)NC(C)=O)cc1	i	i	-0.5	i	i	i	-1.5	i	0.9	2.7	-4.3
O=C(CCn1c(=O)sc2ccccc21)NCc1ccccc1	i	i	2.7	i	i	i	-2.0	i	-0.3	1.6	-2.1
COC(=O)c1scc(C#N)c1N/N=C(\C#N)S(=O)(=O)c1ccc(Cl)cc1	i	i	-0.1	i	i	i	2.5	i	-1.4	15.8	-11.7
Cc1cccc([C@@H]2[C@@H]3C(=O)N(Cc4ccccc4)C(=O)[C@@H]3[C@]3(Cc4ccc(Cl)cc4)C(=O)N(c4cccc(Cl)c4)C(=O)N23)c1	i	i	2.7	i	i	i	-2.4	i	-7.5	0.0	-3.1
CCOC(=O)/C=C1\SCC(=O)N1CC(=O)NCc1ccc(OC)c(OC)c1	i	i	1.9	i	i	i	-2.2	i	-3.0	-1.8	-6.1
O=C(Cn1cnc2ccc(Br)cc2c1=O)c1cccs1	i	i	-1.2	i	i	i	-0.3	i	-6.1	-4.2	-5.4
O=C(Cn1cnc2ccccc2c1=O)c1cccs1	i	i	-1.8	i	i	i	-5.6	i	12.7	9.3	-8.3
O=C(NC1CCCc2ccccc21)c1cccnc1 (stereo unspecified)	i	i	-0.4	i	i	i	1.5	i	-4.0	3.3	-5.8
c1ccc(SCc2nc3ccccc3[nH]2)cc1	i	i	2.8	i	i	i	-2.6	i	4.5	8.0	-5.3
O=C(Cn1c(=O)c2cccn2c2ccc(F)cc21)NCCCN1CCN(c2ccccc2F)CC1	i	i	-3.6	i	i	i	-1.8	i	-8.1	3.2	-11.1
Cc1ccc(-c2nc(S(=O)(=O)c3ccc(F)cc3)c(SCC(=O)NCC3CCCO3)o2)cc1 (stereo unspecified)	i	i	-1.3	i	i	i	-0.6	i	-5.8	2.7	-14.0
CN(C)c1ccc(/C=N/NC(=O)CCc2c[nH]c3ccccc23)cc1	i	i	2.9	i	i	i	-1.9	i	-11.5	1.5	-6.8
CN(C)CCCN=Cc1c(O)n(Cc2ccc3c(c2)OCO3)c(=O)c2ccccc12	i	i	6.2	i	i	i	1.8	x	9.3	x	-15.7
COc1ccc(NC(=O)CCC(=O)c2ccc(C(C)C)cc2)cc1	i	i	-2.1	i	i	i	1.0	i	0.0	4.0	-2.0
COc1ccccc1N1C(=NC(=O)CCc2ccccc2)SC2CS(=O)(=O)CC21 (stereo unspecified)	i	i	4.8	i	i	i	-0.5	i	4.0	x	-3.8
COc1ccc(/C=C/C(=O)NC(=S)NNC(=O)Cc2cccs2)cc1	i	i	-0.5	i	i	i	x	i	-6.8	6.7	-12.6

Compound activity deposited in PubChem BioAssay by several laboratories.
